NTR1 ag: agonists of NTR1, primary screen, imaging, U2OS cells, beta-arrestin-GFP, high content (AID 493036). activation, % at 20 µM. 330,000 compounds, 0.17% hits. NTR1-U2OS beta-arrestin-GFP spot imaging, agonist mode;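 active = activation at or above 40% of the spot to cytoplasm intensity ratio, with at least 20 cells analyzed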;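 note: 0% = DMSO without peptide and 100% = 100 nM NTR1 peptide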
Target sequence (P30989 whole entry, looked up): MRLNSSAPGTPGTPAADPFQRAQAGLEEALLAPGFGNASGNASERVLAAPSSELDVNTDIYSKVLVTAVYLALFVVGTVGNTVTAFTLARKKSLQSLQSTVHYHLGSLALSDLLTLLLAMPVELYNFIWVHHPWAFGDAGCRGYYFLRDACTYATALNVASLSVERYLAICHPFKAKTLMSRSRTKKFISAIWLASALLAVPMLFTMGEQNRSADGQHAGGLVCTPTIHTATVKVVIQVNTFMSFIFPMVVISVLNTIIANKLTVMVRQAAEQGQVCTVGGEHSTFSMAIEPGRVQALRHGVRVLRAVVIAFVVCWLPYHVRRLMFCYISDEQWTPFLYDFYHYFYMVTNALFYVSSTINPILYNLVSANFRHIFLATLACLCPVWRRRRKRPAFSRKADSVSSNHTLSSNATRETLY
TNAP activators: human TNAP enzyme activators, primary screen, biochemical, luminescent, no phosphate acceptor, uHTS (AID 1001); Alkaline phosphatase, tissue-nonspecific isozyme (Homo sapiens); purified TNAP, luminescent activation assay, no phosphate acceptor; higher activation fold means a stronger effect; activation fold at 20 µM; hits with a dose series show EC50 in µM; 200,000 compounds, 0.03% hits; in the data active = activation fold from about 3, or a potency from the dose series; inactive = the rest, 99 in 100 with activation fold below about 1.6; note: many of its hits are not listed in these tables
KOR beta-arrestin-1: KOR agonists, beta-arrestin recruitment, primary screen, cell-based, luminescence, uHTS (AID 1777); Kappa-type opioid receptor (Homo sapiens); KOR beta-arrestin recruitment, luminescence; higher % means a stronger effect; activation, % at 10 µM, or EC50 in µM where a hit was titrated; 280,000 compounds, 0.02% hits; in the data active = activation above about 50%, passing the limit was not always enough; note: a part of the inactive calls stands beside numbers as strong as those of hits
CSM14.1 death rescue: rescue of cells from ER stress-induced death, primary screen, 384-well, CSM14.1, thapsigargin, ATP luminescence (AID 1222); CSM14.1 thapsigargin-induced death rescue, ATP luminescence; higher % means a stronger effect; 190,000 tested, under 10 active; cellular ATP content (survival), % at 20 µM, or EC50 in µM where a hit was titrated;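 active = EC50 below 50 µM in the dose-response confirmation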;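 note: death triggered by thapsigargin at about 15 µM added after 2 h compound pretreatment; cell ATP read after overnight thapsigargin exposure of roughly 18 to 22 hours; normalized against plate controls of thapsigargin alone and 5% DMSO vehicle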
NOD1 inhibition: NOD1 signaling inhibitors, primary screen, cell-based, luminescence, uHTS (AID 1578); 290,000 compounds, 1% hits; inhibition, % at 4 µM; hits with a dose series show EC50 in µM; NOD1-driven NF-kB luciferase reporter cells, luminescence; higher % means a stronger effect; in the data active = inhibition mostly above about 36%, no sharp cut-off; inactive = mostly below about 34%;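 note: HEK-293T reporter cells stimulated with the NOD1 agonist gamma-tri-DAP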
NOD2 inhibition: NOD2 signaling inhibitors, cell-based, luminescence, uHTS, HEK293 (AID 1566); HEK293 NOD2/NF-kB luciferase reporter, luminescence; higher % means a stronger effect; one-dose inhibition, % at 4 µM; EC50 in µM for titrated hits; 290,000 compounds, 0.63% hits; note: many of its hits are not listed in these tables
KOR beta-arrestin-2: KOR antagonists, beta-arrestin recruitment, cell-based, luminescence, uHTS (AID 1778). 290,000 compounds, 0.091% hits. KOR beta-arrestin recruitment, luminescence, antagonist mode; higher % means a stronger effect. Kappa-type opioid receptor (Homo sapiens). inhibition, % at 10 µM; hits with a dose series show IC50 in µM; note: strong numbers were not always called active
GPR55 beta-arrestin: GPR55 agonists via beta-arrestin recruitment, primary screen, imaging, U2OS cells, beta-arrestin-GFP redistribution (AID 1961) | U2OS GPR55 beta-arrestin-GFP redistribution imaging; higher % means a stronger effect | activation, % at 10 µM, or EC50 in µM where a hit was titrated | G-protein coupled receptor 55 (Homo sapiens) | 290,000 compounds, 0.048% hits;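 active = activation above 40% with more than 50 cells counted in the well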;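 note: U2OS osteosarcoma cells stably expressing GPR55 and beta-arrestin-GFP; plate controls were DMSO negative control for no effect and LPI positive control for full effect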
Yfh1-off respiration: enhancers of respiration in Yfh1-depleted yeast, dose response, Friedreich's ataxia, plus single-dose screen (AID 1465) | S. cerevisiae Yfh1-off respiration, WST-1 reduction, 72 h; higher fold induction means a stronger effect | one-dose fold induction at 50 µM; EC50 in µM for titrated hits | 220,000 compounds, 0.074% hits;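 active = fold induction of absorbance versus untreated yeast above a set limit, then at least 30% activation at any dose in follow-up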;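 note: activators that raise dye reduction in frataxin-depleted yeast; strong numbers were not always called active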
NTR1 ag cell count 20 µM: further read-out of NTR1 ag, marked with its call; cell count; measured here: cell count, cytotoxicity flag
* = called active by the depositor; i = inactive; . = not tested or not shown; & = joins results of further samples; [ ] = remark or other dose. Cut-off read from the data, not from the text of the source, unless noted: active = inhibition above about 50%; inactive = the rest. These rows are one share of the data (hit frequency here may not be typical).

SMILES	NTR1 ag	NTR1 ag cell count 20 µM	TNAP activators	KOR beta-arrestin-1	CSM14.1 death rescue	NOD1 inhibition	NOD2 inhibition	KOR beta-arrestin-2	GPR55 beta-arrestin	Yfh1-off respiration
CCOc1ccc(C(=O)Nc2cccc(C(=O)O)c2C)cc1Cl	-1.6	56	1.1	0.7%	-3.6%	45%	-103%	15%	0.5%	i
Cc1cc(NC(=O)Nc2cccc(C)c2C)no1	1.0	82	1.1	-7.3%	2.2%	-14%	14%	-9%	-0.4%	i
COc1ccc(-n2nnnc2-c2cn(C)nc2C(F)(F)F)cc1	-0.8	52	1.1	-0.7%	-2.7%	18%	30%	-13%	0.0%	i
Cc1cc(S(=O)(=O)N2CCOCC2)ccc1OCC(=O)NCCCn1ccnc1	-0.3	35	.	1.4%	.	-15%	5%	-8%	-0.2%	.
Cc1ccc(NC(=O)c2ccc(NCCN)c([N+](=O)[O-])c2)cc1Cl	11	49	1	1.3%	-4.3%	-9%	3%	-61%	0.9%	i
COc1ccccc1N1CCN(C2CCCN(C(=O)c3snnc3C)C2)CC1 (configuration not stated)	-1.4	49	.	0.4%	.	-7%	13%	12%	-0.1%	.
CCN(CCCNC(=O)CN1C(=O)COc2ccc(S(=O)(=O)N3CCC(C)CC3)cc21)Cc1ccccc1	-0.2	55	.	3.9%	.	-13%	1%	-55%	-0.2%	.
Cc1ccccc1OCC(O)Cn1c(=N)n(CCN2CCOCC2)c2ccccc21 (configuration not stated)	-2.0&0.1	82&78	1&1	.	-3.6%&-1.0%	0%&-44%	-2%&4%	.	-0.1%&-0.1%	i
CCOC(=O)N1CCN(C(=O)c2cc3cc(OC)c(OC)cc3[nH]2)CC1	0.2	76	.	-6.7%	.	-3%	12%	-6%	0.0%	.
COc1ccc(-c2c(C)n([O-])c3c([n+]2=O)CCC3)cc1OC	-1.0	84	1.1	-5.2%	-3.2%	-10%	-7%	38%	0.1%	i
Cc1ccccc1OCC(=O)N(Cc1ccc(N(C)C)cc1)C1CCS(=O)(=O)C1 (configuration not stated)	0.1	75	1.1	8.3%	-1.3%	15%	25%	20%	0.3%	i
O=C(NCc1ccc(-c2nc3ccccc3s2)cc1)c1ccco1	1.2	51	1.2	-1.4%	-3.3%	-27%	-1%	15%	0.4%	i
O=C(NC(Cc1ccccc1)C(=O)O)C1CCN(S(=O)(=O)c2cccc(C(F)(F)F)c2)CC1 (configuration not stated)	0.1	62	.	3.0%	.	-1%	2%	-8%	-0.1%	.
O=C1c2ccccc2-c2nnc(-c3ccc(F)cc3)cc21	-0.8	54	1.1	-2.5%	-2.4%	-54%	-69%	9%	0.2%	i
O=C(NCc1ccc(F)cc1)C1CC(=O)N(C2CCCCC2)C1 (configuration not stated)	-0.5	50	.	-2.3%	.	-17%	13%	-10%	-0.2%	.
COc1cccc(CNC(=O)c2ccncc2)c1	1.2	42	.	2.0%	.	-20%	15%	12%	0.3%	.
Cc1nc(=O)c(-c2ccccc2)c(C)n1-c1ccc(O)cc1	-1.0	53	1.1	-2.4%	8.6%	-14%	15%	25%	0.2%	i
Cc1cc(C)c(C(=O)COC(=O)CCNS(=O)(=O)c2c(Cl)cccc2Cl)cc1C	-1.2	59	1.1	2.1%	-0.9%	-13%	3%	-14%	0.4%	i
CCCOC(=O)/C(C)=N\NC(=O)c1ccco1	1.0	44	1.2	-3.5%	-0.9%	8%	19%	-5%	-0.2%	i
CCCc1c(C)c2ccc(OCC(C)=O)cc2oc1=O	1.9	48	1.1	-1.1%	-1.2%	-30%	-40%	-13%	-0.2%	i
COC(CNC(=O)c1cc(C(=O)c2c(-c3c(Cl)cccc3Cl)noc2C)c[nH]1)OC	-0.2	26	1.1	-3.2%	-2.7%	14%	7%	-3%	-0.2%	i
O=C(/C=C/c1cn(-c2ccccc2)nc1-c1cccnc1)NCCN1CCOCC1	-1.7	39	1	-2.2%	0.2%	-23%	17%	-22%	0.2%	i
COc1cccc(NC(=O)N2CCC(NC(=O)C3CCCCC3)CC2)c1	-2.2	66	.	-4.0%	.	15%	-2%	20%	-0.2%	.
O=C(CSc1nnc(Cn2cnc3ccccc32)o1)Nc1cccc2ccccc12	-0.9	89	1.1	-2.1%	-1.9%	-5%	10%	24%	0.2%	i
COC(=O)c1ccccc1NC(=O)c1cc2ccccc2o1	12	57	.	-2.6%	.	-40%	-28%	-20%[20 µM]	-0.1%	.

(further entries)
SMILES	NTR1 ag	NTR1 ag cell count 20 µM	TNAP activators	KOR beta-arrestin-1	CSM14.1 death rescue	NOD1 inhibition	NOD2 inhibition	KOR beta-arrestin-2	GPR55 beta-arrestin	Yfh1-off respiration
Cn1c(SC/C=C/c2ccccc2)nnc1-c1cnccn1	2.9	27	1	-4.8%	.	-18%	3%	25%	-0.1%	i
CCOC(=O)Nc1ccc2c(c1)N(CCCN(C)C)c1ccccc1CC2	0.6	66	.	14%	.	25%	19%	-182%[20 µM]	-0.1%	.
O=C(/C=C/c1cccs1)N1CCC2(CC1)Oc1ccc(Cl)cc1C(=O)C21CC(c2ccccc2)=NO1 (configuration not stated)	0.5	54	.	-2.0%	.	1%	14%	48%	-0.1%	i
O=C(Cc1ccccc1)CC1(O)C(=O)Nc2ccccc21 (configuration not stated)	-1.7	63	1	0.7%	-2.0%	-23%	-4%	-52%	-0.1%	i
CCNC(=S)N1CCN(CC)CC1	1.1	65	1.1	-3.5%	0.1%	-24%	12%	4%	0.3%	i
CC(=O)NC(Cc1ccc(F)cc1)C(=O)O (configuration not stated)	-0.4	74	1.1	-1.9%	4.1%	6%	18%	2%	0.4%	i
O=C(NCC(=O)N(c1cnc2ccccc2c1)C(C(=O)NC1CCCC1)c1ccncc1)c1ccco1 (configuration not stated)	-2.5	85	1.1	-0.1%	-2.4%	-33%	-1%	-5%	-0.1%	.
COc1ccc(F)c(C2C(C#N)=C(N)Oc3n[nH]c(C(C)(C)C)c32)c1 (configuration not stated)	2.4	62	1	3.3%	1.6%	-2%	-3%	0%	-0.2%	i
CCOC(=O)c1c(CC(C)C)csc1NC(=O)CCl	4.6	62	1.2	-1.0%	8.3%	15%	1%	-32%	-0.1%	.
CCc1cc2c(-c3ccccc3)cc(=O)oc2cc1OCC(C)=O	7.6	62	.	-4.2%	.	12%	-22%	-20%[20 µM]	-0.2%	.
Cc1ccc(CN2CCN(Cc3c[nH]c4ccccc34)CC2CCO)o1 (configuration not stated)	-0.3	93	1.1	-3.5%	0.6%	-31%	13%	-1%	1.2%	i
CCOC(=O)c1sc2nc(C)nc(NC3CCC(O)CC3)c2c1C (configuration not stated)	-0.9	46	.	-4.2%	.	0%	7%	-30%	0.7%	.
CCOc1ccc(NC(=O)c2c(NC(=O)CN3CCN(C)CC3)sc3c2CCC3)cc1	1.7	55	.	7.6%	.	-14%	-3%	-25%	0.6%	.
C=Cn1cc[n+](CC(=O)C(C)(C)C)c1	-0.8	82	1.1	5.3%	-1.0%	-24%	8%	25%	0.8%	i
COc1cccc(CNC(=O)C23CN(Cc4ccccc4)CC2C(c2ccc([N+](=O)[O-])cc2)=NO3)c1 (configuration not stated)	0.8	46	1.1	1.5%	4.3%	7%	-2%	-10%	0.0%	i
COc1ccccc1CNS(=O)(=O)c1ccc2c(c1)oc(=O)n2C	-1.5	90	1.2	-1.8%	0.3%	-8%	9%	-8%	-0.1%	i
O=C(OCC(=O)N1CCN(c2ccccc2)CC1)c1ccccn1	.	.	1.1	-3.7%	0.4%	-20%	6%	-19%	-0.1%	i
CCOc1ccc(C2/C(=C(/O)c3ccc(S(=O)(=O)N4CCCCC4)cc3)C(=O)C(=O)N2CCCOC)cc1OC (configuration not stated)	-0.4	39	.	-1.7%	.	-15%	-4%	8%	-0.1%	.
CCC1=NN2C(=N)/C(=C/c3ccc(OS(=O)(=O)c4ccccc4)cc3)C(=O)N=C2S1	2.4	64	.	1.0%	.	43%	8%	-4%	-0.1%	.
CCCN1CCC(=O)N([C@H](CSc2ccc(C)cc2)Cc2ccccc2)CC1	10	82	.	35%	.	-2%	-18%	.	-0.2%	i
CC1(C)CC(=O)C2=C(C1)Nc1ncnn1C2c1ccccn1 (configuration not stated)	-1.0	59	1	0.3%	4.5%	-16%	5%	11%	-0.2%	i
C=CCN(C(=O)Nc1ccc(OC)cc1)c1nnc(-c2ccncc2)s1	-0.2	66	.	-2.2%	.	-11%	-44%	13%[20 µM]	0.5%	.
CCCCC(=O)OCC(=O)c1[nH]c(C)c(C(C)=O)c1C	0.1	38	1.1	-1.3%	-2.0%	-21%	20%	-19%	1.3%	i
CSc1nc(C)nc(N/C=C(\C#N)S(=O)(=O)c2ccccc2Cl)n1	0.8	52	.	1.6%	.	-1%	13%	-15%	-0.3%	i
COC(=O)C1=C(C)N(c2ccc(S(N)(=O)=O)cc2)C(=O)C1	0.0	39	1	3.5%	-0.8%	-14%	6%	1%	-0.2%	i

The last three entries of the part above are carried over, then new ones follow:
SMILES	NTR1 ag	NTR1 ag cell count 20 µM	TNAP activators	KOR beta-arrestin-1	CSM14.1 death rescue	NOD1 inhibition	NOD2 inhibition	KOR beta-arrestin-2	GPR55 beta-arrestin	Yfh1-off respiration
CCCCC(=O)OCC(=O)c1[nH]c(C)c(C(C)=O)c1C	0.1	38	1.1	-1.3%	-2.0%	-21%	20%	-19%	1.3%	i
CSc1nc(C)nc(N/C=C(\C#N)S(=O)(=O)c2ccccc2Cl)n1	0.8	52	.	1.6%	.	-1%	13%	-15%	-0.3%	i
COC(=O)C1=C(C)N(c2ccc(S(N)(=O)=O)cc2)C(=O)C1	0.0	39	1	3.5%	-0.8%	-14%	6%	1%	-0.2%	i
COC(=O)c1cccc(-n2cnnn2)c1	0.7	88	1.1	-3.5%	0.1%	-10%	23%	14%	0.0%	i
N#CCCNC(=O)Cn1c(COc2ccc(Cl)cc2)nc2ccccc21	0.7	53	1.1	.	-1.1%	-20%	15%	.	-0.3%	i
O=C(OCC(=O)N1CCc2ccccc21)c1cccnc1	-0.2	86	1.1	-3.0%	3.0%	0%	-15%	10%	-0.2%	i
Cc1ccccc1N(CC(=O)N1CCCCCC1)S(C)(=O)=O	-0.6	63	.	0.4%	.	-4%	13%	-17%[20 µM]	0.3%	.
COc1ccc(C(CNC(=O)c2ccc(OCC3CCCO3)cc2)N2CCOCC2)cc1 (configuration not stated)	-0.2	45	1.1	1.1%	0.3%	-35%	12%	19%	0.2%	i
C=CCc1ccc(OCC(O)CN2CCC(Cc3ccccc3)CC2)c(OC)c1 (configuration not stated)	3.5	54	1.1	-3.6%	-2.9%	1%	-15%	21%	-0.1%	i
NC(=O)NOCc1c(F)cccc1Cl	-0.7	56	1	0.2%	0.2%	-49%	8%	-12%	-0.3%	i
CN1CCN(NC(=O)c2cccc(F)c2)CC1	-0.7	68	1.1	1.8%	-1.2%	7%	15%	-25%	0.2%	i

Screening data from PubChem BioAssay.
